Compound activity from PubChem BioAssay.
tim10-1 inh: inhibits growth of tim10-1 mutant yeast; inhibition, % at 20 µM; S. cerevisiae tim10-1 ts strain growth, BacTiter-Glo, 24 h; actives 2.2% (n = 330,000);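 active means inhibition of at least 40%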;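 further: mutant grown at 25 °C; 0% = DMSO wells with yeast and 100% = wells holding no yeast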
TIM10 inh: growth inhibitors of TIM10 yeast strain; S. cerevisiae TIM10 strain growth, BacTiter-Glo luminescence, 24 h; inhibition, % at 10 µM; actives 1.4% (n = 330,000); AID 463195;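 active means inhibition of 40% or more at the single tested concentration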;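 further: wild-type TIM10 isogenic control strain grown at permissive 25 °C; 0% = DMSO yeast wells and 100% = minimal medium wells without yeast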
Mdm2 MdmX PPI: human Mdm2/MdmX binding inhibition | SaOS-2 split-luciferase Mdm2/MdmX complementation, luminescence | actives 3% (n = 330,000) | inhibition, % at 8 µM | AID 485346;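 active means inhibition of at least 50% at 8 µM in the primary screen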
APJ ag: agonists of human APJ apelin receptor; P35414; CHO-K1 APJ PathHunter beta-arrestin, luminescence; 0% DMSO wells, 100% apelin; activation, % at 20 µM; actives 0.11% (n = 330,000); AID 2520;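 active means activation more than six SD over the plate average, tested at 20 µM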;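 further: 0% = DMSO alone and 100% = apelin-13 at 10 nM; some results filed as inactive read as strong as hits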
Target sequence (P35414 whole entry, looked up): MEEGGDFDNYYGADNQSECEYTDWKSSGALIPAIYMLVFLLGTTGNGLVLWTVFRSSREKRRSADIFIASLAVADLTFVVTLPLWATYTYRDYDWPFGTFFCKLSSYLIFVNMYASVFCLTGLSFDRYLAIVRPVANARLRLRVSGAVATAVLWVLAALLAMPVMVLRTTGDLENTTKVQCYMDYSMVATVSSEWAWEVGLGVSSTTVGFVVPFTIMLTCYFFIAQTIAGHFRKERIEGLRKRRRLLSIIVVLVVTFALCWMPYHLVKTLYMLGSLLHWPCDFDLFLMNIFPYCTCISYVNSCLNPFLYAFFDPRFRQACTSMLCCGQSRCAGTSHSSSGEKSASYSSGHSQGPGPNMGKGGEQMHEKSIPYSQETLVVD
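Test system – PathHunter CHO-K1 APJ (AGTRL-1) beta-arrestin reporter cells · Input – 1000 cells/well · Compound – single test compound dose, 20 µM final, 1% DMSO · Times – compound stimulation 90 min at 25 °C, detection 60 min · Technique – beta-gal luminescence · Read-out basis – APJ–arrestin association signal · Control set – negative DMSO alone, positive Apelin-13 at 10 nM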
XBP1 UPR activ: activators of adaptive arm of unfolded protein response (XBP1); CHO-XBP1 luciferase reporter, IRE1-XBP1 UPR activation, luminescence; percent of tunicamycin response, DMSO as zero; AID 463104; actives 0.33% (n = 330,000); activation, % at 20 µM;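 active means versus positive control, 20 µM dose yields 30% or more activation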;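 further: 100% = tunicamycin at 10 µg/mL and 0% = DMSO only wells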
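Material: CHO-XBP1 cells stably carrying IRE1-XBP1-driven luciferase reporter / Amount: 1000 cells per well / Compound: 20 µM, 1% DMSO / Times: 6 h treatment, 37 °C / Detection: luciferase luminescence / Measure: % activation of reporter signal versus tunicamycin and DMSO controls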
CHOP UPR activ: activators of apoptotic arm of unfolded protein response (CHOP); activation, % at 10 µM; AID 449763; actives 0.34% (n = 330,000); CHO-CHOP luciferase reporter, UPR activation, luminescence; percent of tunicamycin response over DMSO baseline;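 active means at 10 µM dose, activation of 40% or more, normalized to positive control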;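 further: 100% = tunicamycin at 10 µg/mL and 0% = DMSO alone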
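System: CHO-CHOP luciferase reporter cell line | Buffer or medium: F12 medium containing 10% fetal bovine serum | Doses: One dose, 10 µM in 0.5% DMSO | Times: 6 h compound exposure at 37 °C after overnight seeding | Signal: Luciferase luminescence | Read-out: % activation vs tunicamycin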
tim23-1 inh: inhibits growth of tim23-1 mutant yeast. S. cerevisiae tim23-1 growth, BacTiter-Glo luminescence, 24 h. inhibition, % at 20 µM. actives 1.3% (n = 330,000);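 active means growth inhibition of the mutant yeast at or above 50%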;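 further: temperature-sensitive mutant grown at 25 °C; plate controls were DMSO-treated mutant yeast for no effect and medium wells lacking yeast for full effect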
NR3A LBD binder: NR3A (human) ligand-binding domain modulation | NR3A LBD differential scanning fluorimetry, Tm shift; 0% = protein alone, 100% = glycine-bound protein | AID 1259313 | actives 2.5% (n = 340,000) | Tm shift relative to glycine control, % at 25 µM;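 active means melting temperature shift of at least 10% of the positive control shift, at one fixed dose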
NALP3 yeast inh: blocks the NALP3 inflammasome reconstituted in yeast. Yeast reconstituted NLRP3/ASC/caspase-1, beta-gal luminescence, 24 h. inhibition, % at 10 µM. actives 0.39% (n = 330,000);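 active means inhibition of 50% or more; inactive means inhibition below 50%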;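 further: plate controls were induced DMSO wells for no effect and uninduced yeast grown without galactose for full effect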
An asterisk follows results filed as active; x = no result given.

SMILES	tim10-1 inh	TIM10 inh	Mdm2 MdmX PPI	APJ ag	XBP1 UPR activ	CHOP UPR activ	tim23-1 inh	NR3A LBD binder	NALP3 yeast inh
CCOc1ccc(Cc2nn[nH]n2)cc1	5	-7	9	5	-5	-2.1	22	-1	6
O=C(O)c1ccccc1C(=O)Nc1ccc(Br)c(C(F)(F)F)c1	6	4	-7	-3	3	2.1	-9	2	4
COc1ccccc1/C=C/CN1CCCCC1	-12	7	-7	-4	-4	-1.1	-7	2	25
CN(CCCC(=O)O)c1ccc(N=Nc2ccc([N+](=O)[O-])cc2)cc1	54*	27	-5	-10	6	-0.2	48	5	27
Clc1ccc(Cn2ncc3c(N4CCOCC4)ncnc32)cc1	11	3	22	6	-3	-4.2	19	-5	27
COc1ccc(C(=O)NC(=S)NNC(=O)c2cccc(C)c2)cc1	21	16	-6	-2	-2	0.3	23	-5	51*
COc1ccccc1-c1cc(C(=O)NCc2ccc(Cl)cc2)no1	11	4	9	0	-2	-0.2	23	-6	15
CC(=O)N1CCc2cc(S(=O)(=O)NC(C(=O)NC(C)c3ccccc3)C(C)C)ccc21 (stereo unspecified)	1	-4	4	2	-1	0.2	3	-3	16
Cc1c(C)c2ccc(OCC(=O)N(C)C3CCS(=O)(=O)C3)c(C)c2oc1=O (stereo unspecified)	3	5	6	3	-4	-1.6	0	-1	4
Cc1cc(CNC(=O)C2CCC(=O)N(CCc3cccc(F)c3)C2)nn1C (stereo unspecified)	8	4	13	-5	0	1.2	14	1	-2

Reformatted: entries from further up
> COc1ccc(C(=O)NC(=S)NNC(=O)c2cccc(C)c2)cc1
  tim10-1 inh = 21
  TIM10 inh = 16
  Mdm2 MdmX PPI = -6
  APJ ag = -2
  XBP1 UPR activ = -2
  CHOP UPR activ = 0.3
  tim23-1 inh = 23
  NR3A LBD binder = -5
  NALP3 yeast inh = 51*

> COc1ccccc1-c1cc(C(=O)NCc2ccc(Cl)cc2)no1
  tim10-1 inh = 11
  TIM10 inh = 4
  Mdm2 MdmX PPI = 9
  APJ ag = 0
  XBP1 UPR activ = -2
  CHOP UPR activ = -0.2
  tim23-1 inh = 23
  NR3A LBD binder = -6
  NALP3 yeast inh = 15

(cont.)
SMILES	tim10-1 inh	TIM10 inh	Mdm2 MdmX PPI	APJ ag	XBP1 UPR activ	CHOP UPR activ	tim23-1 inh	NR3A LBD binder	NALP3 yeast inh
c1ccc(COCCN2CCN(CCOCc3ccccc3)CC2)cc1	16	-3	0	-3	-2	-1.7	7	-1	-14
COc1ccc(-c2cc(C(F)(F)F)nc(N3CCN(C)CC3)n2)cc1	1	5	4	4	2	1.8	3	3	17
COc1ccc(S(=O)(=O)N(C)c2ccc(C(=O)N3CCCCC3)cc2)cc1OC	-4	-15	22	-1	-2	-2.8	11	-3	0
CC1CCN(C(=O)COC(=O)Cc2c[nH]c3ccccc23)CC1	2	9	4	-1	-6	-1.5	12	3	21
CNC(=O)CN(CCc1ccccc1)S(=O)(=O)c1ccc(OC)cc1	35	-1	6	-1	-3	-1.0	24	2	14
Cn1c(=O)n(CC(=O)NCC2CCCO2)c(=O)c2c3c(sc21)COC(C)(C)C3 (stereo unspecified)	20	-7	6	-4	-3	-0.2	11	-1	2
CC1CCCCN1S(=O)(=O)c1ccc2c(c1)C(C)(C)C(=O)N2C (stereo unspecified)	16	6	-30	1	1	-1.1	25	2	-6
O=C(c1ccccc1)n1c(=O)cc[nH]c1=O	-5	8	11	-3	2	1.7	2	-1	23
CCCCCCCC(=O)N/N=C/c1ccncc1	7	9	16	-1	-1	1.2	6	0	-5
O=C1c2ccc(Cl)cc2S(=O)(=O)c2cccc(C(=O)N3CCN(c4ncc(Br)cn4)CC3)c21	4	17	15	-3	-2	4.1	31	1	5
CC(C)(C)OC(=O)C[C@@H]1C/C=C\C[C@@H](CC(=O)N[C@@H](CO)Cc2ccccc2)C(=O)N2CCC[C@@H]2COC1=O	1	2	5	-3	-2	-1.3	-2	-1	16
O=C(O)c1cc(S(=O)(=O)N(Cc2ccccc2)c2ccccc2Cl)ccc1Cl	4	27	7	-4	-3	3.1	9	0	19
CCOC(=O)c1ccc(NC(=O)CN2C(=O)CCC2=O)cc1	-10	0	18	0	-2	0.4	-6	-2	10
CC(=O)N1[C@H](C)C=C[C@]1(Cc1ccccc1)C(=O)NCc1cc(F)cc(C(F)(F)F)c1	16	-10	13	-6	2	2.7	27	0	21
CC(C)CNC(=O)C(=O)NCc1ccccc1	11	12	-3	-1	2	1.2	2	0	10
O=C(NCCCN1CCOCC1)c1cc2c(s1)CSC2	4	-4	4	-3	1	0.9	-3	2	1
CCCC(=O)C1=C(O)C(C(=O)OC)C(C)(C)CC1=Nc1ccncc1 (stereo unspecified)	17	12	-5	1	-2	2.6	23	-1	-2
O=C(Nc1sc2c(c1C(=O)O)CCCC2)c1ccc(Cl)cc1	0	-7	11	-2	-2	11	35	-4	18
CCOc1ccc(C(=O)n2cnnc2N)cc1	5	10	2	0	-2	-1.3	11	-1	-23
COc1ccc(/C=N/NC(=O)C2c3ccccc3Oc3ccccc32)c(OC)c1	8	-8	28	-3	18	4.6	-1	-1	15
COc1ccc(/C=C/C(=O)c2cc(Br)ccc2OC(=O)c2ccco2)cc1OC	24	15	16	-3	-1	-0.6	36	-3	3
COc1cc(/C=N/Nc2nc(=O)[nH]nc2C)ccc1O	1	9	21	-4	1	-0.3	8	-1	-20
CSc1nnnn1-c1ccc(C)c(Cl)c1	3	0	-22	0	1	-2.0	-6	-5	-2
O=C(CCS(=O)(=O)c1ccc(Cl)cc1)Nc1nccs1	-5	-8	25	7	-3	0.9	-6	-2	0
O=C(Nc1ccc2[nH]c(=O)[nH]c2c1)C(F)(F)F	14	-6	9	-1	-1	-0.8	-5	1	-10
O=S(=O)(O)Oc1c[nH]c2ccccc12	16	11	13	19	2	9.7	14	x	20
O=C(NC1CC1)C1=C[C@@H](c2csc3ccccc23)C[C@@H](OCc2ccc(CO)cc2)O1	1	2	12	-2	-3	3.2	0	0	14
COc1cccc(-c2ccc3c(c2)S(=O)(=O)c2cccc(C(=O)O)c2C3=O)c1OC	-5	-17	12	-1	-4	0.8	-2	1	-6
Cc1cc(C)cc(NC(=O)C(OC(=O)Cn2cnc3c2c(=O)n(C)c(=O)n3C)c2ccccc2)c1 (stereo unspecified)	9	7	11	-6	-4	0.8	7	-3	20
O=C(Nc1ccccc1)C1=C(O)CC(c2ccoc2)CC1=Nc1ccccc1 (stereo unspecified)	-1	-2	2	3	-2	0.0	11	1	1
CC1CCCCC1NS(=O)(=O)CCNC(=O)c1ccccc1 (stereo unspecified)	0	-11	-7	0	-2	-1.9	2	-1	-5
CNS(=O)(=O)c1cccc(C(=O)OCC(=O)Nc2ccc(-c3nc4ccc(C)cc4s3)cc2)c1	6	6	-5	-3	6	-3.4	-6	2	-15
CC(C)OC(=O)CN1C(=O)S/C(=C/c2ccc(N3CCCCC3)o2)C1=O	46*	46*	15	-2	2	1.3	44	-3	23
Nc1nc(CCl)nc(Nc2ccccc2)n1	26	15	36	-3	4	6.8	13	-1	-3
COC(=O)Cn1ncc2c3ccccc3n(Cc3ccccc3)c2c1=O	15	25	-17	12	-2	-0.9	20	-1	-1
O=C(CCCCCn1c(=O)[nH]c2ccccc2c1=O)NCCCN1CCN(c2ccccc2F)CC1	6	9	17	-1	0	1.9	-12	0	10
CCOc1cc(N2CCOCC2)c(OCC)cc1NC(=O)CN1C(=O)NC(Cc2ccccc2)C1=O (stereo unspecified)	10	-6	15	1	-3	-1.4	9	-1	0
CCN(CC)S(=O)(=O)c1ccc(NC(=O)c2nc3nc(C)cc(C)n3n2)cc1	-4	-5	15	1	0	1.1	1	x	4
O=C(c1ccc(Br)o1)N1CCCc2ccccc21	17	-13	27	-1	-2	-1.2	16	0	41
O=C(c1cc(-c2ccc(Cl)cc2)n(-c2cc(Cl)ccc2Cl)n1)N1CCOCC1	35	20	1	-3	-3	-0.5	22	-1	11
CN(C)S(=O)(=O)c1cccc(COC(=O)c2cccnc2Cl)c1	4	7	-15	2	3	3.6	17	1	9
COc1ccccc1NC(=O)NCC(c1ccco1)N1CCCCC1 (stereo unspecified)	9	4	17	-1	-8	-1.5	6	-1	2
O=C(NCSc1ccccc1)c1ccccc1	13	-4	-69	-1	0	-0.4	14	2	14
Cc1cc(NC(=O)Nc2ccccc2)n(C(C)(C)C)n1	3	-4	33	0	-1	0.4	13	1	-3
NC(=O)CSc1nnc(CSc2ncccn2)n1-c1ccccc1	12	-6	11	-4	-1	-0.7	-3	0	16
CCCCc1c(O)nc(SCC(=O)Nc2ccc(C)cc2)n(-c2ccc(OC)cc2)c1=O	-3	12	11	-1	-4	1.4	0	-9	-1
Cc1ccc(C(=O)N2CCN(C)CC2)cc1S(=O)(=O)N1CCOCC1	-1	0	-5	0	-2	0.4	-14	8	1
COc1ccc(NC(=O)c2nc[nH]c2C(=O)N(C)Cc2ccccc2)cc1	22	15	0	-4	0	-0.9	26	-3	14
Cc1nc(N)c(CC(Br)CBr)c(Cl)n1 (stereo unspecified)	10	3	37	-4	-3	-0.4	-9	1	1
Cc1ccc(CC2C(=O)N(c3ccc(C)cc3)C(=O)C2C)cc1 (stereo unspecified)	14	5	4	-3	0	3.8	20	0	17
(cont.)
SMILES	tim10-1 inh	TIM10 inh	Mdm2 MdmX PPI	APJ ag	XBP1 UPR activ	CHOP UPR activ	tim23-1 inh	NR3A LBD binder	NALP3 yeast inh
CN(C(=O)c1cc(Cl)c2c(c1)OCCO2)c1c(N)n(Cc2ccccc2)c(=O)[nH]c1=O	15	7	-10	-1	-1	1.5	25	-4	23
CCCCN(C(=O)c1cccc(S(=O)(=O)N2CCN(C)CC2)c1)c1c(N)n(CC(C)C)c(=O)[nH]c1=O	10	8	4	-3	-1	-1.3	17	0	16
O=C(O)c1ccc(-c2ccc(OS(=O)(=O)c3ccccc3F)cc2)cc1	-9	-1	-8	-2	1	5.6	-3	3	32
COc1cc2c(cc1OC)C(c1ccc3c(c1)OCO3)CC(=O)N2 (stereo unspecified)	3	-1	1	0	0	-0.5	8	0	4
Nc1ncc(Br)cc1S(=O)(=O)Nc1ccccc1F	-7	2	18	-1	-1	-1.3	17	1	13
COc1ccc(Cc2nc3ccc(C(=O)N4CCCCC4CCO)cc3o2)cc1 (stereo unspecified)	7	11	2	0	-6	2.2	-4	-1	6
CCOC(=O)c1cc(NC(=O)/C=C\C(=O)O)ccc1Cl	-1	9	14	-1	1	-1.7	15	-1	9
O=C(COC(=O)c1ccccc1NC(=O)C1CC1)c1ccc2c(c1)OCCO2	20	9	17	0	-1	6.1	22	x	11
Cc1ccccc1-c1cc(C(=O)NCc2cccc(Br)c2)n(CC2CC(c3cccnc3)=NO2)n1 (stereo unspecified)	21	-6	14	-2	-3	0.7	12	-5	7
O=c1[nH]c2ccc(NS(=O)(=O)c3ccc(Cl)cc3)cc2[nH]1	9	10	18	0	1	-0.7	-4	1	13
COC(=O)c1sccc1NC(=O)CNC(=O)c1ccccc1	6	-7	15	-2	-4	3.4	13	0	11
